FEN1 inh: inhibitors of human flap endonuclease 1; Recombinant FEN1 flap cleavage, fluorescence, 15 min; Potency, µM (titrated, usually from 114 µM), for the others: at the highest dose activity change, negative = inhibition, hits mostly inhibitors; 0.35% of 390,000 active; note: nearly all actives have a fitted effect of over 65% in size
Target sequence (P39748 whole entry, looked up): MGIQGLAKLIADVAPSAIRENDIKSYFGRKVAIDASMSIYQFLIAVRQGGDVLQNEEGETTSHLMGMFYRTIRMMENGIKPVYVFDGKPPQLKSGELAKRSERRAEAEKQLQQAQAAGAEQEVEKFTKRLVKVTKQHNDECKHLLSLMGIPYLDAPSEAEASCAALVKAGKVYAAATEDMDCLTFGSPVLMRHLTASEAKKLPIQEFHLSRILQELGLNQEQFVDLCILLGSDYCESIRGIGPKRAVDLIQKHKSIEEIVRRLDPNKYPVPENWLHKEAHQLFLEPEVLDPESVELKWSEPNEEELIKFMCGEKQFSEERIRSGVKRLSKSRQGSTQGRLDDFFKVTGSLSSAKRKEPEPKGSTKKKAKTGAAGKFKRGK
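Compounds are tested as a concentration series against 10 nM FEN1; after a 15 min room-temperature preincubation, 50 nM substrate starts cleavage, with plate reads at 0 and 15 min. Normalized responses are fitted by a Hill equation.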
KAT2A inh: blocks human GCN5L2 histone acetyltransferase | Potency, µM (titrated, usually from 58.9 µM), for the others: at the top dose activity change, negative = inhibition, hits mostly inhibitors | GCN5L2 HAT assay, ThioGlo1 CoA-SH fluorescence | AID 504327 | Q92830 | 0.21% of 390,000 active
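Free CoA generated was detected with ThioGlo1 (50uM) fluorescence at Ex340nm/Em540nm, read immediately and after 20 min at room temperature. Enzyme, 20 nM in HEPES pH 7.5 buffer, saw compounds 15 min before adding 75uM H3(1-25) peptide and 70uM acetyl-CoA.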
N370S GC mod: inhibitors or activators of N370S glucocerebrosidase for Gaucher disease; P04062; N370S GC spleen homogenate, 4MU-glucoside fluorescence; Potency, µM (series often up to 59.4 µM), for inactives: top-dose activity change, negative = inhibition, most hits filed as inhibitors; 0.092% of 330,000 active; AID 2101;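 note: 0% = full enzyme activity and -100% = no enzyme basal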
* marks the source's active call; other numbers are inactive results; u = inconclusive; x = no result given. Calls come from the whole dose curve; as a rule, active = well fitted curve in the direction sought with a large enough effect; inconclusive = small, poorly fitted or top-dose-only effect, or another doubt; inactive = no such curve, though single readings can be large; an effect the other way counts as inactive or inconclusive. Unless noted, % is set by controls: 0 for no effect and ±100 for the full control effect; potency is the fitted concentration of half-maximal effect. An excerpt; the hit share may differ from the screen's.

SMILES	FEN1 inh	KAT2A inh	N370S GC mod
CCOc1ccccc1NC(=O)CC1NCCNC1=O (stereo not drawn)	-17%	-2%	x
CCOc1ccc(Cl)cc1/C=C1/C(=O)ON=C1C	-13%	-14%	-1%
Cc1ccc(S(=O)(=O)N2CCN(c3ccccc3)CC2)cc1C(N)=O	-1%	-7%	-18%
C=CCn1c(SCC(=O)NC2CCCC2)nc2sc(C)cc2c1=O	7%	2%	-12%
Cc1cc(C(F)(F)F)nn1CC(=O)NCc1ccco1	1%	u	0%
Cn1nnnc1SC1CC(=O)N(c2ccccc2)C1=O (stereo not drawn)	7%	-7%	5%
c1ccc2c(c1)nc1n2CCN1CCNC1CCCCC1	-1%	-11%	u
O=C(CSC1=NCCN1)Nc1cccc([N+](=O)[O-])c1	1%	2%	4%
O=S(=O)(c1ccc(Cl)cc1)N1CCN=C1SCc1cccnc1	-15%	-2%	0%
Nc1nc(SCC(=O)c2ccc(Oc3ccccc3)cc2)n[nH]1	-16%	-11%	-10%
Cc1ccc(-n2nc3c(N4CCC(C(=O)N(C)Cc5ccccc5)CC4)nnc(C)c3c2C)cc1	7%	-9%	x
Cc1cccc(N2CCN(C(=O)CCS(=O)(=O)c3ccc4c(c3)NC(=O)CO4)CC2)c1C	14%	-5%	-6%
O=C(CN1CCN(c2ccc(F)cc2)CC1)Nc1cccc(C(F)(F)F)c1	-16%	-9%	0%
Cc1ccccc1Nc1c(-c2ccsc2)nc2c(C)cccn12	-3%	-16%	x
c1ccc(-c2sc3ccccc3c2-c2ccc(OCCN3CCCCC3)cc2)cc1	-8%	-4%	x
CCN1CCc2c(C#N)c(NCc3ccccc3)nc(NCCO)c2C1	1%	-3%	22%
Cc1cccn2c(=O)c(C=NCc3ccco3)c(Nc3ccc(SC(F)F)cc3)nc12	-4%	-5%	x
COC(=O)N1CC(c2ccccc2)CC1=O (stereo not drawn)	1%	-15%	2%
Cc1cccc(Cn2c(=O)c3c(nc4n3CCN4Cc3ccco3)n(C)c2=O)c1	4%	-1%	25%
COCCNC(=O)c1ccc(N2CCC3(CC2)OCCO3)c([N+](=O)[O-])c1	6%	11%	-7%
CCN(CC(=O)Nc1ccc2c(c1)OCCO2)C(=O)/C=C/c1ccc(F)cc1	-7%	1%	5%
Cc1cc(S(=O)(=O)N2CCCCC2)c(C)s1	-2%	0%	2%
COc1ccc(OCC(=O)NNC(=O)C(=O)Nc2ccccc2)cc1	-7%	1%	x
CN(C)c1cccc(C(=O)NCC(c2ccco2)N(C)C)c1 (stereo not drawn)	-8%	-1%	-4%

Arranged by formula weight (lowest first): some entries from above.
SMILES	FEN1 inh	KAT2A inh	N370S GC mod
COC(=O)N1CC(c2ccccc2)CC1=O (stereo not drawn)	1%	-15%	2%
Cc1cc(S(=O)(=O)N2CCCCC2)c(C)s1	-2%	0%	2%
O=C(CSC1=NCCN1)Nc1cccc([N+](=O)[O-])c1	1%	2%	4%
c1ccc2c(c1)nc1n2CCN1CCNC1CCCCC1	-1%	-11%	u
Cc1cc(C(F)(F)F)nn1CC(=O)NCc1ccco1	1%	u	0%
Cn1nnnc1SC1CC(=O)N(c2ccccc2)C1=O (stereo not drawn)	7%	-7%	5%
CN(C)c1cccc(C(=O)NCC(c2ccco2)N(C)C)c1 (stereo not drawn)	-8%	-1%	-4%
Cc1ccccc1Nc1c(-c2ccsc2)nc2c(C)cccn12	-3%	-16%	x
Nc1nc(SCC(=O)c2ccc(Oc3ccccc3)cc2)n[nH]1	-16%	-11%	-10%
COc1ccc(OCC(=O)NNC(=O)C(=O)Nc2ccccc2)cc1	-7%	1%	x
CCN1CCc2c(C#N)c(NCc3ccccc3)nc(NCCO)c2C1	1%	-3%	22%
COCCNC(=O)c1ccc(N2CCC3(CC2)OCCO3)c([N+](=O)[O-])c1	6%	11%	-7%
O=S(=O)(c1ccc(Cl)cc1)N1CCN=C1SCc1cccnc1	-15%	-2%	0%
O=C(CN1CCN(c2ccc(F)cc2)CC1)Nc1cccc(C(F)(F)F)c1	-16%	-9%	0%
CCN(CC(=O)Nc1ccc2c(c1)OCCO2)C(=O)/C=C/c1ccc(F)cc1	-7%	1%	5%
Cc1cccc(Cn2c(=O)c3c(nc4n3CCN4Cc3ccco3)n(C)c2=O)c1	4%	-1%	25%
c1ccc(-c2sc3ccccc3c2-c2ccc(OCCN3CCCCC3)cc2)cc1	-8%	-4%	x

Carrying on.
SMILES	FEN1 inh	KAT2A inh	N370S GC mod
Cc1ccc(C2=CC(c3ccc(N(C)C)cc3)n3nnnc3N2)cc1 (stereo not drawn)	10%	1%	6%
COc1cc(NC(=O)c2cccs2)c(OC)cc1NC(=O)Nc1ccc(F)cc1	8%	-2%	-11%
COc1ccc2oc3cc(C)[n+]([O-])c(-c4ccc(Cl)cc4)c3c2c1	-5%	1%	3%
Cc1cccc(-n2[nH]c3c4c(ccc3c2=O)C(=O)c2ccccc2C4=O)c1	-13%	18%	4%
Cc1nn(C)c(C)c1S(=O)(=O)N(CC(=O)Nc1nccs1)c1ccc(C(C)C)cc1	-8%	-1%	6%
CCOc1cc2[nH]c(=O)n(CC3CCC(C(=O)NCCCOC)CC3)c(=O)c2cc1OCC (stereo not drawn)	-12%	-3%	u
CC1CC(C)CN(S(=O)(=O)c2ccc(NC(=O)c3ccc(=O)[nH]c3)cc2)C1 (stereo not drawn)	0%	1%	x
COc1cccc(CNC(=O)Cc2ccc(Br)cc2)c1	-2%	-5%	2%
COCCNC(=O)c1cccc(OC2CCN(Cc3ccccc3C)CC2)c1	-1%	-7%	-8%
C=C1CCC(O)C/C1=C/C=C1\CCC[C@@]2(C)C(C(C)/C=C/C(C)C(C)C)CC[C@@H]12 (stereo partly drawn)	x	-2%	-1%
Cc1ccc(N(C(C)C(=O)N2CCC(C)CC2)S(C)(=O)=O)cc1C (stereo not drawn)	-2%	0%	2%
O=[N+]([O-])c1cccc(-c2nnc3ccc4ccccc4n23)c1	12%	15%	4%
CC1(C)NC(=O)N(CC(=O)N2CCCC(C(F)(F)F)C2)C1=O (stereo not drawn)	8%	-3%	0%
Cc1ccc(-n2ncc3c(NCCC4=CCCCC4)ncnc32)cc1C	-1%	-5%	x
Cc1c(C(=O)N2CCc3ccccc32)cnn1C	-3%	0%	-5%
CC(C)=NNC(=O)c1c(O)c2ccccc2[nH]c1=O	17%	-4%	2%
CCNC(=O)CCSc1nnc(-c2ccco2)o1	7%	-5%	3%
CCn1cc([N+](=O)[O-])c(C(=O)Nc2nc(-c3ccc(C)cc3)c(C)s2)n1	-3%	1%	9%
CCCCOc1ccc(C(=O)Nc2cc(-c3ccc(C)cc3)no2)cc1	-1%	-8%	x
CCOc1ccc(C(=O)N(Cc2sccc2C)C2CCS(=O)(=O)C2)cc1 (stereo not drawn)	18%	0%	x
CCN1C(=O)c2ccccc2S(=O)(=O)c2ccc(C(=O)NC(C)C)cc21	2%	20%	-5%
Cc1cc(N2C(=O)C(O)=C(C(=O)c3cc4ccccc4o3)C2c2ccc(OC(C)C)cc2)no1 (stereo not drawn)	5%	u	-5%
CCOc1ccccc1NC(=O)CSc1ccc2nc(-c3ccccc3)cn2n1	10%	-5%	x
CC(C)[C@H](NS(=O)(=O)c1ccccc1F)C(=O)OCC(=O)Nc1cccc(S(N)(=O)=O)c1	-12%	-3%	x
O=C(O)C1CCCCC1C(=O)NCCCc1ccccc1 (stereo not drawn)	6%	-13%	4%
NC(=O)CCn1ccc2ccccc21	-1%	-9%	-4%
COCCn1c(SCC(=O)NC2CCCC2)nc2cccnc21	4%	-1%	2%
Cc1cc(SCC(=O)c2ccc(O)c(O)c2)nc2ccccc12	-18%	-3%	-13%
Cc1cc(C)c(NC(=O)COC(=O)CSc2ccc(Br)cc2C)c(C)c1	3%	-7%	x
CC(C)(C)C(=O)NC(=S)Nc1ccc(F)cc1	-10%	-4%	7%
CCCc1ccc(-c2cc(C(=O)NC3=NCCS3)c3ccccc3n2)cc1	-15%	-7%	2%
O=C(CCNS(=O)(=O)c1ccc2c(c1)CCC(=O)N2)NCc1ccc2c(c1)OCO2	16%	-2%	-2%
Nc1nc(Cl)nc2ncn(Cc3ccccc3)c12	-7%	3%	-3%
CC(C)CCCC(C)C1CCC2C3C(=O)C=C4CC(O)CC[C@@]4(C)C3CC[C@@]12C (stereo partly drawn)	x	-23%	-2%
CSc1ccccc1OCc1cc(C(=O)N(C)Cc2ccc(C)o2)no1	u	-24%	-1%
C#CCOCCOCCOCCNc1nc(N2CCN(C(=O)CCCCCCCCCCNC(=O)[C@@H](CCSC)n3cc(CCO)nn3)CC2)nc(N2CCN(C(=O)CCCCCCCCCCNC(=O)[C@H](CCSC)n3cc(CCO)nn3)CC2)n1	-5%	-11%	-22%
Cc1csc(NC(=O)c2cccc(C)c2C)n1	2%	-4%	1%
COc1ccc(-n2c(=O)cnc3cnc(Nc4ccccc4)nc32)cc1	x	-21%	14%
COc1cc2c(cc1NC(=O)c1cccc([N+](=O)[O-])c1C)oc1ccccc12	-9%	0%	20%
O=c1[nH]c(CSc2nnnn2-c2ccc(Cl)cc2)nc2ccccc12	11%	-17%	-7%
Cc1cccc(Nc2ncnc3nc[nH]c23)c1	-14%	0%	-7%
CCCN1Cc2cccc(C(=O)N3CCN(c4ccccc4)CC3)c2C1=O	3%	-7%	7%
CCC(=O)Nc1ccc(C(=O)NNC(=O)c2cc([N+](=O)[O-])cc([N+](=O)[O-])c2)cc1	-1%	-7%	1%
CC(=O)c1cccc(NC(=O)c2ccc3c(c2)CCCC3)c1	-20%	-6%	4%
CCn1c(SCC(=O)NC2(C#N)CCCCC2)nc2ccccc2c1=O	-1%	-20%	13%
COc1cccc(NC(=O)COC(=O)c2c3c(nc4ccccc24)CCC(C)C3)c1 (stereo not drawn)	-6%	-17%	-17%
Cc1cc2c(cc1S(=O)(=O)CCC(=O)NC1CCCCC1C)OCC(=O)N2 (stereo not drawn)	15%	u	-3%
Cc1cccc(N(Cc2ccccc2)C(=O)Cc2ccc(S(=O)(=O)N3CCOCC3)s2)c1	-17%	-7%	-12%
N#CC1(NC(=O)COC(=O)c2ccccc2SCC(=O)N2CCCC2)CCCCC1	0%	-4%	-18%
CSc1cccc(NC(=O)CN2C(=O)COc3ccc(Cl)cc32)c1	6%	1%	x
Cc1nc(Nc2ccc(Cl)c(Cl)c2)sc1C(=O)Nc1ccccc1	-3%	-15%	u
CCOc1ccc(CCNC(=O)c2cc(C)nc3c2c(C)nn3-c2cccc(F)c2)cc1	0%	-3%	x
COc1ccc(-c2nc(SC(CC(=O)NCCO)c3cccs3)n[nH]2)cc1 (stereo not drawn)	5%	2%	-12%
CCOC(=O)c1cc(-c2ccccc2)sc1NC(=O)CN1C(=O)NC(CC)(c2ccc(F)cc2)C1=O (stereo not drawn)	2%	4%	6%
CC(=O)/C(=N\Nc1ccccc1)Sc1nnc(-c2ccccc2)n1-c1ccccc1	1%	29%	5%
CCN(CC(=O)NCCc1ccc(S(N)(=O)=O)cc1)Cc1nc2cc(OC)c(OC)cc2c(=O)[nH]1	0%	-2%	-3%
C/C(CC(=O)NCc1ccco1)=N\NC(=O)Cc1cccc2ccccc12	-4%	-10%	-4%
CCCS(=O)(=O)c1nc(S(=O)(=O)c2ccc(C)cc2)c(NCCCOC(C)C)s1	-3%	-11%	x
Cc1ccccc1S(=O)(=O)Cc1ccc(C(=O)NCCCN2CCN(C)CC2)o1	5%	-4%	4%
COCCn1c(NCc2ccco2)nc2c1c(=O)[nH]c(=O)n2C	0%	-23%	2%

Continued.
SMILES	FEN1 inh	KAT2A inh	N370S GC mod
COC(=O)C(C)N(C(=O)c1ccc(C(=O)c2ccccc2)cc1)c1c(C)cccc1C (stereo not drawn)	-28%	-1%	-26%
COC(=O)c1ccc(OC)c(CN2C(=O)N(c3ccc(C(C)=O)cc3)S(=O)(=O)c3ccccc32)c1	10%	-7%	x
CCC(=O)c1ccc(OCC(=O)c2ccc3c(c2)NC(=O)CO3)cc1	-2%	0%	1%
Cc1nn(-c2ccc3nnc(C)n3n2)c(C)c1CCC(=O)Nc1ccc(OC(F)(F)F)cc1	-11%	15%	x
CCOc1ccc(CNC(=O)c2ccc3c(c2)nc2n3CCOC2)cc1OC	15%	-5%	x
COn1c(=O)c(-c2ccc(Cl)cc2)[n+]([O-])c2ccccc21	2%	-6%	-5%

Screening results deposited in PubChem by National Center for Advancing Translational Sciences (NCATS).
